# Screening results: PubChem BioAssay, several laboratories
# Avidin fluor: green autofluorescence of compounds with avidin beads – biophysical, 488/530 nm, flow cytometry, artefact control, profiling panel. compound fluorescence 488/530 nm; stronger effect = higher value. fluorescence (KMESF) at 10 µM. actives 0.38% (n = 220,000); in the data active = fluorescence above about 47; note: inactives centre near 10
# Mcl1 Bid PPI: Mcl-1/Bid binding inhibitors, primary screen, biochemical, TR-FRET, 1536-well. AID 1021, 2008. Induced myeloid leukemia cell differentiation protein Mcl-1 (Homo sapiens), Q07820. TR-FRET Mcl-1/Bid-Dy647 peptide binding. actives 0.97% (n = 220,000). inhibition, % at 21.7 µM;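 active = compounds that cut the binding signal by more than half at the single screening dose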;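 note: His-tagged Mcl-1 with europium anti-His antibody binding Bid BH3 peptide; 0% = Mcl-1 plus peptide wells and 100% = peptide-only wells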
# RGS4-Gao reg: modulators of RGS4 binding to Galphao, primary screen, biochemical, multiplexed bead flow cytometry. Guanine nucleotide-binding protein G(o) subunit alpha (Homo sapiens), P09471. actives lie on both sides. binding response (% of control), % at 10 µM. actives 0.33% (n = 220,000). AID 1415, 2008; in the data active = binding response below about 49% or above about 150%; inactive = in between;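 note: fluorescent Galphao activated with aluminum fluoride binding bead-coupled RGS4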
# Target sequence (P09471 whole entry, looked up): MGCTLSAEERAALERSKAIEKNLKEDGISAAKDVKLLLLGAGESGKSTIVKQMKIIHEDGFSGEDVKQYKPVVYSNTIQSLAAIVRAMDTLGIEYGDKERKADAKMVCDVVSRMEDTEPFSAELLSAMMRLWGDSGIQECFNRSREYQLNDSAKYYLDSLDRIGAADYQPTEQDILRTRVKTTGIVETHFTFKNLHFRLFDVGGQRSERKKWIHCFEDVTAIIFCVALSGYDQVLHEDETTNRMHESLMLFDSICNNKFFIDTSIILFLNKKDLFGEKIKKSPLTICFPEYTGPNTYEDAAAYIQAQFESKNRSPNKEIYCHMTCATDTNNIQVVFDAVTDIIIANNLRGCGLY
# RGS8-Gao reg: RGS8-Galphao binding modulators, primary screen, biochemical, multiplexed bead flow cytometry | actives 0.34% (n = 220,000) | response (percent of control binding), % at 10 µM | actives lie on both sides | Guanine nucleotide-binding protein G(o) subunit alpha (Homo sapiens), P09471; in the data active = response below about 60% or above about 140%; inactive = in between;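 note: Galphao activated as the GDP aluminium fluoride complex binding bead-coupled RGS8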
# Pf gamet viab: late stage P. falciparum gametocyte viability inhibitors, primary screen, ATP luminescence, HTS; inhibition, % at 10.9 µM; AID 743093, 2013; actives 0.065% (n = 150,000); P. falciparum stage V gametocytes, 24 h;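 active = inhibition above the mean plus 3 SD of compounds within the control limits, set per campaign, cut at about 38% in these data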;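 note: 0% = DMSO wells and 100% = medium only without gametocytes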
# Mcl1-Noxa inh: Mcl-1/Noxa binding inhibitors, primary screen, biochemical, TR-FRET, 1536-well; Induced myeloid leukemia cell differentiation protein Mcl-1 (Homo sapiens), Q07820; TR-FRET Mcl-1/Noxa peptide binding, 2 h; inhibition, % at 21.7 µM; actives 1.5% (n = 220,000);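 active = compounds that cut the protein-peptide binding signal by more than 50% relative to plate controls in a single-dose test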;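 note: His-tagged Mcl-1 with rhodamine Noxa BH3 peptide and terbium anti-His antibody; 0% = Mcl-1 plus Noxa peptide wells and 100% = peptide-only wells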
# ABCB1 inh: ABCB1 efflux pump inhibitors, primary screen, cell-based, multiplex, flow cytometry, ABCG2 counter-screen. inhibition, % at 6.6 µM. CCRF-Adr cells, JC-1 efflux. actives 0.067% (n = 190,000). ATP-dependent translocase ABCB1 (Homo sapiens), P08183; in the data active = inhibition above about 40%;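 note: 0% = vehicle and 100% = reference inhibitor; higher value means more JC-1 retained so stronger ABCB1 efflux block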
# ABCG2 inh: ABCG2 efflux pump inhibitors, primary screen, multiplex with ABCB1, IgMXP3 cells, flow cytometry. JC-1 efflux. Broad substrate specificity ATP-binding cassette transporter ABCG2 (Homo sapiens), Q9UNQ0. inhibition, % at 6.6 µM. actives 0.1% (n = 190,000). AID 1325, 2008;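 active = inhibition above 80%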;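 note: 0% = DMSO and 100% = nicardipine control wells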
# Target sequence (Q9UNQ0 whole entry, looked up): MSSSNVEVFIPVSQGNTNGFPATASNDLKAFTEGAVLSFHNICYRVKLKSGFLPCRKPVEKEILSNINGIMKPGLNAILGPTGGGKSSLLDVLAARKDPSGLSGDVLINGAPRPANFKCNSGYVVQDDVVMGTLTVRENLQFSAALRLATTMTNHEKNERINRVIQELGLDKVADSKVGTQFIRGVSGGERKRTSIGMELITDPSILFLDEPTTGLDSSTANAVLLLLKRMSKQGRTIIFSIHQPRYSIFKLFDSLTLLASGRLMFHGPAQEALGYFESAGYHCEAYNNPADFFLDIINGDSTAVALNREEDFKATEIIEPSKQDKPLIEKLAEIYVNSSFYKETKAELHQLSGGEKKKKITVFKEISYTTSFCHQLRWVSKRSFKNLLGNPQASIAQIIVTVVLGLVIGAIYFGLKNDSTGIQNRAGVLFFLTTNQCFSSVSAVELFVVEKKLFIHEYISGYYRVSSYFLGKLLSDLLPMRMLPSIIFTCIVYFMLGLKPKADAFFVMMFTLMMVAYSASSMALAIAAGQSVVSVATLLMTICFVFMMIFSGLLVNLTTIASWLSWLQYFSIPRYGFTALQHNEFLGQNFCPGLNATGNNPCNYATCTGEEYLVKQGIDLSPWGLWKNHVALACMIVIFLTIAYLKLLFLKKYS
#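 test system = two drug-resistant human cell lines, ABCG2 and ABCB1 | amount = 3 million cells/mL final, two lines in 1:1 ratio | reagent = JC-1 transporter substrate | doses = one concentration, 6.6 µM final | incubation = 10 min at 25 °C | signal = flow cytometric JC-1 green MFI at 530 nm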
# GSH bead fluor: compound fluorescence on glutathione beads, profiling panel, artefact control, biophysical, 488/530 nm, flow cytometry. fluorescence (KMESF) at 10 µM. GSH beads flow cytometry, compound fluorescence 488/530 nm; stronger effect = higher value. actives 0.25% (n = 190,000); in the data active = fluorescence above about 89;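 note: glutathione beads carrying GST-tagged Bcl family fusion proteins plus one bare bead set; values are compound well signal with DMSO vehicle wells as background; inactives centre near 16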
# RGS7-Gao: RGS7-Galphao binding modulators, primary screen, biochemical, multiplexed bead flow cytometry | Guanine nucleotide-binding protein G(o) subunit alpha (Homo sapiens), P09471 | actives lie on both sides | actives 0.35% (n = 220,000) | AID 1439, 2008 | binding response (% of control), % at 10 µM; in the data active = binding response below about 49% or above about 150%; inconclusive = no clear call, values can overlap the other calls; inactive = in between;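 note: fluorescent Galphao held in activated GDP-AlF4 state binding bead-coupled RGS7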
# Bim-Mcl-1: inhibitors of Bim peptide binding to Mcl-1, primary screen, biochemical, bead-based flow cytometry, multiplex | actives 0.1% (n = 190,000) | inhibition, % at 10 µM | AID 1009, 2008 | Induced myeloid leukemia cell differentiation protein Mcl-1 (Homo sapiens), Q07820 | Bim peptide-Mcl-1 binding; in the data active = inhibition above about 40%;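 note: 0% = no compound tracer wells and 100% = peptide blocker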
# Numbers without * were called inactive; ? = inconclusive; / = not tested or not shown.
no.	compound	Avidin fluor	Mcl1 Bid PPI	RGS4-Gao reg	RGS8-Gao reg	Pf gamet viab	Mcl1-Noxa inh
1	CC(=O)c1c(C(C)=O)c(C)n(-c2ccc(C(=O)O)cc2)c1C	10	-26	100	100	/	/
2	N#Cc1c(NC(=O)CCN2C(=O)c3ccccc3C2=O)oc(-c2ccccc2)c1-c1ccccc1	10	-12	99	99	/	14
3	COc1ccccc1C1=NOC(COC(=O)c2ccc([N+](=O)[O-])cc2)C1 (stereo unspecified)	9	4	106	103	-14	-4
4	CN(c1ccccc1C(=O)O)S(=O)(=O)c1ccc2c3c(cccc13)C(=O)N2	19	-2	96	100	/	38
5	COc1cc(-c2cc(C(=O)OCC(=O)Nc3ccc4c(c3)OCO4)c3ccccc3n2)cc(OC)c1OC	12	-29	90	99	-4	25
6	COCC(=O)N(Cc1ccccc1)c1ccccn1	8	-21	88	89	/	-6
7	CCn1cc([N+](=O)[O-])c(C(=O)Nc2ccc(Cn3nc(C)cc3C)cc2)n1	11	-27	92	96	/	8
8	On1c(-c2ccccc2Cl)nc2ccccc21	20	-29	98	94	11	12
9	Clc1cccc(Cc2ccc(Cl)nn2)c1	9	6	99	102	20	1
10	CCCC/S(C)=N/S(=O)(=O)c1ccc(C)cc1 (stereo unspecified)	14	4	100	100	2	4

no.	ABCB1 inh	ABCG2 inh	GSH bead fluor	RGS7-Gao	Bim-Mcl-1
1	0.1	4	39	99	-1
2	0.8	2	11	103	-3
3	/	/	/	?	/
4	0.1	0	18	96	0
5	1.6	14	4	90	0
6	-2.2	-3	23	86	-4
7	0.5	4	46	96	0
8	0.3	2	14	97	1
9	-0.2	-1	12	100	-3
10	1.6	20	23	100	-3

# Further structures
no.	compound	Avidin fluor	Mcl1 Bid PPI	RGS4-Gao reg	RGS8-Gao reg	Pf gamet viab	Mcl1-Noxa inh
11	COCCn1c(C)cc(C(=O)COC(=O)c2cccc(O)c2)c1C	9	-68	100	101	-19	-1
12	CC(=O)c1c(C)[nH]c(C(=O)Nc2cccc(S(=O)(=O)N(C)C)c2)c1C	7	-12	99	99	2	16
13	Cc1cc(NCCCN2CCOCC2)n2c(nc3ccccc32)c1C#N	14	-54	90	98	-56	20
14	Cc1ccc2cccc(OC(=O)c3ccc4c(c3)OCCO4)c2n1	12	-48	96	100	-7	-1
15	O=C(NCC(=O)N(Cc1ccccc1)C(C(=O)NC1CCCCC1)c1ccco1)c1ccco1 (stereo unspecified)	3	-12	88	74	-7	10
16	CCN(CC)C(=O)CSc1nc(-c2cccs2)cc(-c2cccs2)c1C#N	6	-4	94	95	/	5
17	COc1ccc(OC)c(Cc2nnc(CCC(=O)N3CCC(N4CCCCC4)CC3)o2)c1	9	-26	104	103	5	14
18	COc1ccc(C(=O)Nc2nc3nccc(-c4ccccc4)n3n2)cc1	14	-11	102	103	-5	19
19	CC(C)CN1C=C2C(=O)C(C)(OC(=O)CCc3ccccc3)C(=O)C=C2C=C1c1ccc(C#N)cc1 (stereo unspecified)	12	-33	98	98	1	17
20	Oc1ccc(Cl)cc1C=Nc1ccc(Br)cc1	5	-13	99	104	-13	5

no.	ABCB1 inh	ABCG2 inh	GSH bead fluor	RGS7-Gao	Bim-Mcl-1
11	/	/	/	?	/
12	-0.2	2	13	98	-1
13	1.9	10	23	90	0
14	0.5	2	6	98	0
15	1.0	0	16	89	4
16	0.8	3	16	123	-7
17	-2.2	36	15	99	1
18	1.1	2	13	97	0
19	/	/	/	?	/
20	-0.3	0	15	102	-1

# (continued)
no.	compound	Avidin fluor	Mcl1 Bid PPI	RGS4-Gao reg	RGS8-Gao reg	Pf gamet viab	Mcl1-Noxa inh
21	Cc1cccc(OCc2nc3ccccc3c(=O)n2N)c1	9	6	102	104	/	-3
22	Cc1cc(C(=O)Nc2ccccc2N2CCOCC2)c2ccccc2n1	7	-41	108	103	/	-3
23	CN1C(=O)C(CC(=O)NC2CCCCC2)SC1=Nc1ccccc1 (stereo unspecified)	7	-16	100	104	3	-8
24	O=C(O)C1CCN(C(=O)c2cc(F)cc3c2OCOC3)CC1	3	-19	97	96	9	-1
25	COc1cc(O)c(C(CCN2CCCC2)c2ccc(N(C)C)cc2)c(OC)c1 (stereo unspecified)	10	-147	101	102	-4	24
26	CSc1nnc(-c2ccc(NC(=O)CCc3ccccc3)cc2)n1C	38	-5	100	100	12	31
27	COc1ccc(C(=O)NC(CO)c2nnc(SCc3ccc(Cl)c(Cl)c3)n2C)cc1 (stereo unspecified)	8	-3	101	104	/	0
28	C=CCn1c(=N)n(CC(O)c2ccco2)c2ccccc21 (stereo unspecified)	35	-13	100	99	-19	0
29	Cc1ccc2c(c1)c1c(n2CC(O)Cn2c(C)nc3ccccc32)C(=O)CCC1 (stereo unspecified)	8	-3	99	98	/	20
30	O=C(Cn1cc(C(F)(F)F)ccc1=O)N/N=C/c1ccc(Cl)c(Cl)c1	13	-35	103	103	-11	2

no.	ABCB1 inh	ABCG2 inh	GSH bead fluor	RGS7-Gao	Bim-Mcl-1
21	0.4	3	11	103	0
22	0.4	1	41	98	0
23	1.1	6	9	104	-1
24	/	/	/	?	/
25	/	/	/	?	/
26	0.4	3	13	103	3
27	0.4	3	6	102	41*
28	2.2	34	27	99	-5
29	1.5	2	21	98	0
30	0.0	0	12	101	-3

# Overlap with the part before: five compounds, followed by the next part.
no.	compound	Avidin fluor	Mcl1 Bid PPI	RGS4-Gao reg	RGS8-Gao reg	Pf gamet viab	Mcl1-Noxa inh
26	CSc1nnc(-c2ccc(NC(=O)CCc3ccccc3)cc2)n1C	38	-5	100	100	12	31
27	COc1ccc(C(=O)NC(CO)c2nnc(SCc3ccc(Cl)c(Cl)c3)n2C)cc1 (stereo unspecified)	8	-3	101	104	/	0
28	C=CCn1c(=N)n(CC(O)c2ccco2)c2ccccc21 (stereo unspecified)	35	-13	100	99	-19	0
29	Cc1ccc2c(c1)c1c(n2CC(O)Cn2c(C)nc3ccccc32)C(=O)CCC1 (stereo unspecified)	8	-3	99	98	/	20
30	O=C(Cn1cc(C(F)(F)F)ccc1=O)N/N=C/c1ccc(Cl)c(Cl)c1	13	-35	103	103	-11	2
31	COC(=O)c1c(NC(=O)CSc2nncs2)sc2c1CCCCC2	13	-30	104	102	-21	-12
32	CCOC(=O)CCSc1nc2c(c(C(F)(F)F)c1C#N)CCC2	11	-8	102	99	/	-6
33	CSc1ccccc1NC(=O)C1C2CCC(C2)C1C(=O)O (stereo unspecified)	1	-27	24*	40*	/	-5
34	COc1ccc(Nc2nc3ccccc3s2)cc1	4	-56	103	97	12	11
35	N#Cc1ccccc1OCC(=O)NC(=O)NCc1ccccc1	17	-15	100	103	-18	4
36	COc1ccc(OS(=O)(=O)c2c(C)noc2C)cc1	10	8	99	98	5	4
37	NC(=O)C1(N2CCCCC2)CCN(C(=O)CCCn2c(=O)[nH]c3ccsc3c2=O)CC1	4	-16	97	83	/	-6
38	O=C(NC1CCCC1)C(c1ccc(F)cc1)N(Cc1ccccc1Cl)C(=O)CCl (stereo unspecified)	2	-9	101	100	11	5
39	CC(=NCCc1ccccc1)C1=C(O)CCC1=O	5	-20	107	111	/	-1
40	CCOC(=O)C1(CCc2ccccc2)CCN(C(=O)Cc2nonc2C)CC1	11	6	100	101	10	8

no.	ABCB1 inh	ABCG2 inh	GSH bead fluor	RGS7-Gao	Bim-Mcl-1
26	0.4	3	13	103	3
27	0.4	3	6	102	41*
28	2.2	34	27	99	-5
29	1.5	2	21	98	0
30	0.0	0	12	101	-3
31	0.3	2	25	104	0
32	0.9	7	17	95	-2
33	1.4	11	14	33*	2
34	-0.1	0	18	97	-2
35	1.5	6	12	102	-1
36	/	/	/	?	/
37	-2.2	-5	20	92	0
38	1.2	2	7	104	-1
39	0.7	2	47	108	1
40	1.6	4	24	90	0

# Further records follow:
no.	compound	Avidin fluor	Mcl1 Bid PPI	RGS4-Gao reg	RGS8-Gao reg	Pf gamet viab	Mcl1-Noxa inh
41	Cc1ccc(NC(=O)N(Cc2ccco2)C(C)c2ccco2)cc1C (stereo unspecified)	9	-31	105	104	-11	-7
42	Cc1cc(C(=O)COC(=O)CC2Sc3ccccc3NC2=O)c(C)n1-c1cccc(C(F)(F)F)c1 (stereo unspecified)	7	-45	99	103	/	-1
43	O=C(CN1CCN(C(=O)c2ccco2)CC1)Nc1cccc([N+](=O)[O-])c1	6	-15	102	97	-14	5
44	COc1ccc2nc(Nc3nc4cc5c(cc4s3)OCO5)sc2c1	13	1	100	100	12	-4
45	Cc1ccc(/C=C/C(=O)N2CCN(Cc3ccccc3)CC2)o1	0	-53	97	93	4	-3
46	CC1=C(C(=O)OCC2CCCO2)C(c2ccsc2)C2=C(CC(C)(C)CC2=O)N1 (stereo unspecified)	15	-12	98	98	14	-4
47	CCOC(=O)CNC(=O)CSc1nnc(-c2ccccc2OC)n1CC	20	-12	102	102	-15	-10
48	CC(=O)c1cccc(NC(=O)N2CCCC2C(=O)NCc2ccc(F)cc2)c1 (stereo unspecified)	8	-5	105	102	/	1
49	O=C(COc1ccc([N+](=O)[O-])cc1)Nc1ccc(C(=O)Nc2ccccc2C(=O)O)cc1	15	-1	111	120	/	25
50	COc1ccc(-c2[nH]ncc2CN2CCC(N3CCSCC3)CC2)c(F)c1	7	-22	98	121	-6	-5
51	COc1ccc(NC(=O)NC(C)(C(F)(F)F)C(F)(F)F)cc1	12	-21	98	103	8	11
52	CC(C)Oc1ccc(N2CC(C(=O)Nc3ccccn3)CC2=O)cc1 (stereo unspecified)	10	-21	106	105	-6	0
53	COC(=O)c1sccc1NC(=S)N1CCC(C)CC1	13	30	111	107	-5	-84

no.	ABCB1 inh	ABCG2 inh	GSH bead fluor	RGS7-Gao	Bim-Mcl-1
41	0.8	20	30	100	-3
42	0.6	1	11	96	-1
43	0.2	0	14	100	-2
44	-1.4	-11	4	99	-6
45	0.2	-2	5	103	-5
46	0.3	3	10	98	0
47	0.9	-1	34	105	-2
48	0.7	6	36	98	2
49	-1.2	-1	11	117	4
50	-0.1	0	13	100	0
51	0.5	2	21	103	-2
52	0.3	1	13	105	-2
53	1.0	21	29	113	-5

# Not a hit list. Share with any hit: about 3.3%.
